TRPC4 block = blocks the mouse TRPC4 cation channel. Q9QUQ5. HEK293 TRPC4beta/mu-opioid, DAMGO-evoked Fluo4 calcium flux; active compounds read low. B-score at 10 µM. 300,000 compounds, 0.39% hits;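 active = B-score over 3 SD under the library average, no early fluorescence shift, positive overall ratio signal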
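Material: HEK293 cells with stable TRPC4beta plus mu-opioid receptor expression / Probe or stimulus: DAMGO in two steps, submaximal then maximal / Compound: single concentration per test compound / Technique: kinetic Fluo4 fluorescence imaging of calcium influx / Read-out: per-well B score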
MrgX1 antagonist = antagonists of human MrgX1 receptor; MRGX1-HEK293 calcium flux, Fluo-4, BAM8-22 antagonism; active compounds read low; B-score at 10 µM; 310,000 compounds, 1.3% hits;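 active = calcium-response B-score plate-corrected more than 3 library SD below zero, starting fluorescence within 5 deviations, no agonist response on first addition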;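 also: peak minus trough fluorescence over baseline after final BAM8-22 challenge near maximal dose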
TRPC4 agonist = activators of mouse TRPC4 channel. 310,000 compounds, 0.49% hits. HEK293 TRPC4beta/mu-opioid, Fluo4 calcium fluorescence; active compounds read high. B-score at 10 µM;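 active = B-score above 5 SD of library B-scores, and initial fluorescence ratio not above library mean plus 5 SD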;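 also: positive B-score marks a calcium rise read as TRPC4 activation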
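Material: HEK293 stable line with TRPC4beta plus mu-opioid receptor; technique: Fluo4 calcium-sensitive dye fluorescence, kinetic, 1 Hz baseline; timing: Fluo4 dye loading 45 min at room temperature, 110 s recording; controls: assay buffer as low control, maximal DAMGO as high control; read-out: integrated baseline-normalised fluorescence ratio, converted to per-well B score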
MrgX1 agonist = human MrgX1 receptor agonism, primary screen; Q96LB2; MrgX1-HEK293 cells, Fluo-4 calcium fluorescence, agonist mode; active compounds read high; B-score at 10 µM; 310,000 compounds, 0.44% hits; AID 588627;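 active = calcium response B-score plate-corrected fluorescence ratio at least 3 library SD, with starting fluorescence B-score inside 5 SD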
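Test system: HEK293 cells stably expressing human MrgX1 receptor; Input: fifteen thousand cells per well; Dosing: compound delivered in addition one of three; Schedule: overnight seeding, then 1 h dark dye loading; Technique: Fluo-4 NW calcium fluorescence; Measure: B-scored fluorescence response ratio; Controls: positive and negative controls per plate.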
TRPC4 potent = allosteric potentiators of mouse TRPC4 channel | Q9QUQ5 | B-score at 10 µM | HEK293 TRPC4beta/mu-opioid, DAMGO EC20, Fluo-4 Ca2+ flux; active compounds read high | 310,000 compounds, 0.42% hits;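 active = B-score of calcium response area above 5 SD of library B-scores, with initial fluorescence ratio within 5 SD of library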;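 also: B-score of integrated fluorescence ratio over time as area under calcium response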
TRPC6 act = activators of mouse TRPC6 channel; Q61143; HEK293-TRPC6 membrane potential dye fluorescence; active compounds read high; B-score at 10 µM; 310,000 compounds, 0.13% hits; AID 2550;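 active = B-score of the integrated fluorescence ratio above library mean plus 3 SD, and starting fluorescence ratio within library mean plus 5 SD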;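 also: higher score means more depolarization so channel activation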
Target sequence (Q61143 whole entry, looked up): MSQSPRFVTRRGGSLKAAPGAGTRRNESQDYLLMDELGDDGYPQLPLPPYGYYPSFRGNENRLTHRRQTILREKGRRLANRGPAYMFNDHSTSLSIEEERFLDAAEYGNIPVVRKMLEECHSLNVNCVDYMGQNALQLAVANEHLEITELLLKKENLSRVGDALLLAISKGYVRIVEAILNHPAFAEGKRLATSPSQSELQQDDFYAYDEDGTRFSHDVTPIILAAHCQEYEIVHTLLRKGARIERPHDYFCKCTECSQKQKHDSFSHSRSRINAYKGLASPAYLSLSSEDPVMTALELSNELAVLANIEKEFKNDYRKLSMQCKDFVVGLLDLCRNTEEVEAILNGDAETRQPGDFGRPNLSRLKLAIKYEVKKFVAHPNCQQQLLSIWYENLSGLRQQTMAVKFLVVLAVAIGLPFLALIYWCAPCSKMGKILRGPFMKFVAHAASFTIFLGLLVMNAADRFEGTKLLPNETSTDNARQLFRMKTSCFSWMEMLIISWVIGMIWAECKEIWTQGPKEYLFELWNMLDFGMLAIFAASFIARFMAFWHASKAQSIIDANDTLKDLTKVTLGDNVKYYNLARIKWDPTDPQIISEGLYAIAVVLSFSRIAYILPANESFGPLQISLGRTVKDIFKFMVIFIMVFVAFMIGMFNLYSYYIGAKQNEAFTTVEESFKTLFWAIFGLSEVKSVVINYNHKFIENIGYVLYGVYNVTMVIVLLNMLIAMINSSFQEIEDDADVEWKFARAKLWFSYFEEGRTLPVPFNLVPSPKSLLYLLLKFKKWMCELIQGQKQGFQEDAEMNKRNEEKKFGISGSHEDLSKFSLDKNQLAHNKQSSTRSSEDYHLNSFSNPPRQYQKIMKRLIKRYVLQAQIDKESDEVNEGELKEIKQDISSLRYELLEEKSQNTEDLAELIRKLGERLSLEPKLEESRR
ANO1 block = mouse TMEM16A channel inhibition, primary screen. AID 588511. 310,000 compounds, 1.2% hits. normalized B-score (activity score, 25-100; higher = stronger inhibition) at 10 µM. HEK293 TMEM16A/YFP iodide influx fluorescence, ionomycin;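 active = ratio plate-corrected score three or more library SD toward inhibition, starting fluorescence score within five deviations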;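 also: score derived from kinetic fluorescence span divided by baseline fluorescence per well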
RGS4 block = inhibitors of human RGS4; B-score at 10 µM; HEK293 M3R/RGS4 inducible, Fluo-4 calcium flux; active compounds read high; triggered by carbachol at its EC20; 310,000 compounds, 0.45% hits;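 active = B-score, a plate-corrected calcium signal, over three deviations above library mean, with baseline fluorescence within five deviations of library mean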;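 also: RGS4 expression induced by doxycycline in cells with stable M3 receptor; B-score is computed from the integrated fluorescence ratio over baseline after carbachol; higher B-score means a larger calcium signal and so more RGS4 inhibition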
ANO1 activ = activators or potentiators of mouse TMEM16A chloride channel; B-score at 10 µM; AID 623877; Q8BHY3; 340,000 compounds, 0.3% hits; HEK293 TMEM16A/YFP-H148Q/I152L, iodide quench fluorescence; active compounds read low;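 active = fluorescence-ratio B-score plate-corrected deviation score at least 3 library SD below zero, with starting fluorescence score within 5 deviations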;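 also: channel opened by trigger with iodide after compound preincubation; score built on the fluorescence ratio of max minus min over baseline; more negative score means more quench and so TMEM16A activation or potentiation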
MrgX1 allo act = human MrgX1 positive allosteric modulation, primary screen. AID 588675. Q96LB2. MrgX1-HEK293, Fluo-4 calcium flux, FDSS; active compounds read high. 310,000 compounds, 0.63% hits. B-score at 10 µM;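 active = plate-corrected calcium response at least 3 library SD above typical, normal starting fluorescence, not activating the receptor alone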;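 also: compound read alongside a low EC10 to EC30 dose of BAM8-22 agonist; peak minus trough fluorescence over baseline measured at the second addition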
TRPC6 inh = blocks the mouse TRPC6 cation channel | Q61143 | HEK293-TRPC6, membrane potential dye, ACh-evoked depolarization; active compounds read low | B-score at 10 µM | 310,000 compounds, 1.1% hits;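 active = B-score under library mean minus 3 SD, initial fluorescence not abnormally high, positive integrated signal ratio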;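 also: B-score derived from integrated fluorescence ratio over the kinetic read; more negative B-score means stronger inhibition of depolarization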
Numbers without * were called inactive; i = inactive; x = no result given.

SMILES	TRPC4 block	MrgX1 antagonist	TRPC4 agonist	MrgX1 agonist	TRPC4 potent	TRPC6 act	ANO1 block	RGS4 block	ANO1 activ	MrgX1 allo act	TRPC6 inh
CCCN1CCN(C(=O)CS(=O)(=O)Cc2nc(-c3cccc(OC)c3)oc2C)CC1	i	i	i	i	i	i	i	i	i	i	i
COc1ccc(/C=N\NC(=O)CC(=O)Nc2cccc(Cl)c2)cc1OC	i	i	i	i	i	i	i	i	i	i	i
COc1cccc(-n2c(C)nn(C)c2=O)c1	i	i	i	i	i	i	i	i	i	i	i
CCC(=O)c1ccc(OC)c(OC)c1O	i	i	i	i	i	i	i	i	i	i	i
O=C(NCCN1CCOCC1)C(=O)NCC1OCCCN1S(=O)(=O)c1ccc(F)cc1 (stereo not given)	i	i	i	i	i	i	i	i	i	i	i
O=C(CCCc1ccccc1)Nc1ccccn1	i	i	i	i	i	i	i	i	i	i	i
COc1ccc(S(=O)(=O)N2CCSC2C)cc1C (stereo not given)	i	i	i	i	i	i	i	i	i	i	i
COCCNC(=O)c1cc2c(=O)n(C)c3ccccc3c2n1C	i	i	i	i	i	i	i	i	i	i	i
Cc1cccc(NC(=O)N2CCCCCC2)c1	i	i	i	i	i	i	i	i	i	i	i
Cc1cc(C)nc(NCC(O)COc2ccccc2C)n1 (stereo not given)	i	i	i	i	i	i	i	i	i	i	i
COC(=O)c1ccc(S(=O)(=O)c2ccccc2)c(N)c1	i	i	i	i	i	i	i	i	i	i	i
COc1ccc(C(C#N)N2CCC(c3ccccc3)=N2)cc1 (stereo not given)	i	i	i	i	i	i	i	i	i	i	i
O=[N+]([O-])c1ccc(Sc2nccn2Cc2ccccc2)cc1	i	i	i	i	i	i	i	i	i	i	i
O=C(CN1C(=O)/C(=C/c2ccco2)SC1=S)Nc1ccc(C(=O)O)c(O)c1	i	i	i	i	i	i	i	i	i	i	i
Cc1ccc(C2=NN(C(=O)CCl)C(c3ccco3)C2)o1 (stereo not given)	i	x	i	x	i	i	x	i	i	x	i
COc1ccc(Cc2noc(CN(C)CC(O)c3ccccc3)n2)cc1OC (stereo not given)	i	-5.2*	i	i	i	i	i	i	i	i	i
Cc1cc(C(=O)OCC(=O)N2c3ccccc3CC2C)c(C)o1 (stereo not given)	i	i	i	i	i	i	i	i	i	i	i
S=c1[nH]nc(-c2ccco2)n1/N=C/c1ccccc1Cl	i	i	i	i	i	i	i	i	i	i	i
Cc1ccc(C(C(=O)NC2CCCC2)N(Cc2ccccc2)C(=O)c2csnn2)o1 (stereo not given)	i	i	i	i	i	i	i	i	i	i	i
COc1ccccc1C(=O)OCC(=O)Nc1ccc(OC(F)F)cc1	i	i	i	i	i	i	i	i	i	i	i
Cc1ncc(/C=C2\C(=O)Nc3ccccc32)[nH]1	i	i	i	i	i	i	i	i	i	i	i
O=C(O)CSc1nnc(-c2ccncc2)n1Cc1ccccc1	i	i	i	i	i	i	i	i	i	i	i
CS(=O)(=O)c1ccccc1-c1nc(-c2cc(C(F)(F)F)cc(C(F)(F)F)c2)no1	i	i	i	i	i	i	i	i	i	i	i
CCCCN(CC)CCNC(=O)CN1C(=O)COc2ccc(S(=O)(=O)N3CCCC3)cc21	i	i	i	i	i	i	i	i	i	i	i
CCCCCC1CC(=O)N(Cc2ccc(Cl)cc2)C(=O)N1 (stereo not given)	i	i	i	i	i	i	i	i	i	i	i
The listing continues:
SMILES	TRPC4 block	MrgX1 antagonist	TRPC4 agonist	MrgX1 agonist	TRPC4 potent	TRPC6 act	ANO1 block	RGS4 block	ANO1 activ	MrgX1 allo act	TRPC6 inh
CC(C)C(=O)Nc1ccc2c3c(cccc13)CC2	i	i	i	i	i	i	i	i	i	i	i
Cc1ccc(CC(=O)Nc2ccc(C(=O)N3CCOCC3)cc2)cc1	i	i	i	i	i	i	i	i	i	i	i
CCOC(=O)c1nnn2c1nc(SCC(C)=O)c1ccccc12	i	i	i	i	i	i	i	i	i	i	i
O=C(NCc1nc2ccccc2[nH]1)C1=C[C@@H](c2ccc(Br)cc2)C[C@@H](OCCCCO)O1	i	i	i	i	i	i	i	i	i	i	i
CCc1ccc(-c2nc(SCC(=O)N(CC)C3CCS(=O)(=O)C3)n[nH]2)cc1 (stereo not given)	i	i	i	i	i	i	i	i	i	i	i
Cc1[nH]c2ccccc2c1/C=N/Nc1nc(Nc2ccccc2)nc(N2CCOCC2)n1	i	i	i	i	i	i	i	i	i	i	i
Cc1ccc(-c2nc(N)sc2-c2ccc(C)cc2)cc1	i	x	i	x	i	i	x	i	i	x	i
CCn1nc(C(=O)OCC(=O)NC(C)C)c2ccccc2c1=O	i	i	i	i	i	i	i	i	i	i	i
CC(C)N(C(=O)CN1C(=O)NC(c2ccccc2)(c2ccccc2)C1=O)C(C)C	i	i	i	i	i	i	i	i	i	i	i
CC(C)N(CC#CCC(O)(c1ccccc1)C1CCCC1)CCO (stereo not given)	i	i	i	i	i	i	i	i	i	i	i
CCOc1ccccc1C(=O)N/N=C/c1cccc2cccnc12	i	i	i	i	i	i	i	i	i	i	i
CCCCC(=O)N/N=C/c1ccc(-c2ccc([N+](=O)[O-])cc2)o1	i	i	i	i	i	i	i	i	i	i	i
C[C@H]1[C@H](C)CC[C@]2(C(=O)O)CC[C@]3(C)C(=CC[C@@H]4[C@@]5(C)C[C@@H](O)[C@H](O)C(C)(C)[C@@H]5CC[C@]43C)[C@H]12	i	i	i	i	i	i	i	i	-9.7*	i	i
COc1ccc(S(=O)(=O)N(C)CC(=O)NCCCn2ccnc2)cc1Cl	i	i	i	i	i	i	i	i	i	i	i
COC(=O)/C=C1/SC(=NC(=O)c2ccc(OC)cc2)NC1=O	i	i	i	i	i	i	i	i	i	i	i
O=C(Oc1cccc(Oc2ccccc2)c1)N1CCOCC1	i	i	i	i	i	i	i	i	i	i	i
CCC1=Nc2cc(C(=O)NCCN3CCCC3)ccc2Sc2ccccc21	i	i	i	i	i	i	i	i	i	i	i
O=C(Nc1ccc(Nc2ccccc2)cc1)c1ccc(Cl)c([N+](=O)[O-])c1	i	i	i	i	i	i	i	i	i	i	i
CC(=O)c1ccc(N2CCc3ccccc3C2)c([N+](=O)[O-])c1	i	i	i	i	i	i	i	i	i	i	i
COc1c(C)cccc1C(=O)Nc1cc(-c2nn3c(C)nnc3s2)ccc1C	i	i	i	i	i	i	i	i	i	i	i
Cc1cccc(NC(=S)N2CCC(NC(=O)C3CCCCC3)CC2)c1	i	i	i	i	i	i	i	i	i	i	i
O=C(OCC(=O)N1CCN(C(=O)c2ccco2)CC1)c1ccccc1C(=O)c1ccccc1	i	i	i	i	i	i	i	i	i	i	i
Cc1ccc(NC(=O)c2cccc3ccccc23)cc1	i	i	i	i	i	i	i	i	i	i	i
CCOc1ccc(NC(=O)C2CCCN(S(=O)(=O)c3ccc4c(c3)CCCN4C(C)=O)C2)cc1 (stereo not given)	i	i	i	i	i	i	i	i	i	i	i
CC(C(=O)NC1CCCC1)N(C(=O)Cn1nnc(-c2ccc(F)cc2)n1)c1ccccc1F (stereo not given)	i	i	i	i	i	i	i	i	i	i	i
The list continues:
SMILES	TRPC4 block	MrgX1 antagonist	TRPC4 agonist	MrgX1 agonist	TRPC4 potent	TRPC6 act	ANO1 block	RGS4 block	ANO1 activ	MrgX1 allo act	TRPC6 inh
CCOc1ccc(CN2CCN(CCCc3ccccc3)CC2CCO)cc1 (stereo not given)	i	i	i	i	i	i	i	i	i	i	i
COc1ccccc1N1CC(C(=O)Nc2nnc(SCC(=O)N3CCCC3)s2)CC1=O (stereo not given)	i	i	i	i	i	i	i	i	i	i	i
Cc1ccc(-c2onc3ccc(C(=O)O)cc23)cc1	i	i	i	i	i	i	i	i	i	i	i
Cc1ccc(N2C(=O)N3[C@H](c4ccc(Cl)cc4)[C@@H]4C(=O)N(C5CCCCC5)C(=O)[C@@H]4[C@]3(Cc3ccccc3)C2=O)cc1	i	i	i	i	i	i	i	i	i	i	i
Cc1ccc(Nc2nc3nonc3[nH]c2=O)cc1	i	i	i	i	i	i	i	i	i	i	i
O=C(CSc1nnc(CNC(=O)c2c(F)cccc2F)o1)NCc1ccccc1Cl	i	i	i	i	i	i	i	i	i	i	i
O=S(=O)(NC1CC2CCC1C2)c1ccc(Br)s1 (stereo not given)	i	i	i	i	i	i	i	i	i	i	i
CC(C)(C)NC(=O)C(c1ccc(F)cc1)N(CCc1ccccc1)C(=O)c1ccn[nH]1 (stereo not given)	i	i	i	i	i	i	i	i	i	i	i
O=C(Cc1ccccc1)NN1C(=O)/C(=C/c2ccc(C(=O)O)cc2)SC1=S	i	i	i	i	i	i	i	i	i	i	i
COc1ccc(N2C(=O)CC(SCCc3nc4ccccc4[nH]3)C2=O)cc1 (stereo not given)	i	i	i	i	i	i	i	i	i	i	i
CCOc1ccc(S(=O)(=O)Nc2cccc(C(=O)NCC3(N4CCCCC4)CCCCC3)c2)cc1	i	i	i	i	i	i	i	i	i	i	i
C/C(=N\Nc1nc2ccccc2s1)c1cccs1	i	i	i	i	i	i	i	i	i	i	i
C=CCC(=O)N1CCCC(CCC(=O)NCc2ccccc2F)C1 (stereo not given)	i	i	i	i	i	i	i	i	i	i	i
Cc1ccc(Sc2ncccc2C(=O)NCc2cc([N+](=O)[O-])ccc2O)cc1C	i	i	i	i	i	i	i	i	i	i	i
CC1(C)CC(=O)C2=C(C1)Nc1ccccc1NC2c1ccccc1F (stereo not given)	i	i	i	i	i	i	i	i	i	i	i

Source: PubChem
